Assay outcomes as filed in PubChem.
Tb PFK inh: qHTS Assay to Find Inhibitors of T. brucei phosphofructokinase; T. brucei PFK, ADP-Glo luminescence; Potency, µM (titrated, usually from 57.5 µM), for inactives: at the highest dose activity, negative = inhibition, actives largely listed as inhibitors; 330,000 tested, 0.17% active; AID 485367, 2010;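 further: potency means the concentration at half of the fitted maximal effect; 0% = uninhibited 1x PFK enzyme wells and -100% = no-enzyme wells; nearly all actives have a fitted effect of over 60% in size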
Target sequence (O15648 whole entry, looked up): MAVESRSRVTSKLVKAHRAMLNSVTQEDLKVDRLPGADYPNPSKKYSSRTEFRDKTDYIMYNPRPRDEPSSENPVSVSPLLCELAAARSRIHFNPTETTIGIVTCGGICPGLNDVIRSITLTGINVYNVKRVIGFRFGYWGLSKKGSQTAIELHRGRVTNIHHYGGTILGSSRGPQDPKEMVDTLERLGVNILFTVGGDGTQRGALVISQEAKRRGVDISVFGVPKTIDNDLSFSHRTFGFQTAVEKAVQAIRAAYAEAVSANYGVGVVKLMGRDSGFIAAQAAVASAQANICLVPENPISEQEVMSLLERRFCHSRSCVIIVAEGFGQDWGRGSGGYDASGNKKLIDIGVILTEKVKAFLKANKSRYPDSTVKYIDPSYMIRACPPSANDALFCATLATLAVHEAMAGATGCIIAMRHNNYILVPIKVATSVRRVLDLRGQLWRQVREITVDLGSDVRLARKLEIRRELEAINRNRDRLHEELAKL
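PFK 1.25 nM, F6P 0.5 mM, ATP 0.1 mM, 0.1 M TEA pH 8.0, 5 mM MgCl2, 0.01% Tween20, 0.1% BSA; 45 min RT. ADP-Glo readout. qHTS titration up to 57 uM; curves fitted, compounds curve-classed.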
uPA generation: qHTS for Inhibitors of Cell Surface uPA Generation; cell surface uPA generation assay, qHTS; Potency, µM (highest dose often 38.3 µM), for the others: top-dose activity change, negative = inhibition, actives largely listed as inhibitors; 330,000 tested, 0.31% active; active means well fitted inhibition curve with a large enough effect; inconclusive means small, poorly fitted or top-dose-only effect; inactive means no such curve, though single readings can be large or run the other way; tested in mouse RAW 264.7 cells; further: potency means the concentration at half of the fitted maximal effect; on the % scale 0 is the no-effect control and ±100 the full control effect; nearly all actives have a fitted effect of over 55% in size
Giardia killer: Small Molecules that selectively kill Giardia lamblia: qHTS | Giardia lamblia trophozoite viability | activity change, % at 7.66 µM, hits read low | 340,000 tested, 0.15% active | AID 540267, 2011; in the data active means activity change below about -80%; inconclusive means between about -30% and that limit;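 further: parasites exposed to compound for two days anaerobically before the ATP read; on the % scale 0 is the no-effect control and ±100 the full control effect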
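Compounds were tested on trophozoites seeded at 100 cells/well and held 48 hrs at 37 deg C anaerobically. An ATP-based luminescent kit measured the remaining live cells.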
RORg inh: qHTS for inhibitors of ROR gamma transcriptional activity; Nuclear receptor ROR-gamma (Mus musculus), P51450; Drosophila S2 Gal4-RORgamma UAS-luciferase reporter, 20 h; Potency, µM (series often up to 53.6 µM), for inactives: at the top dose activity change, negative = inhibition, actives largely listed as inhibitors; 310,000 tested, 5.4% active; further: potency means the concentration at half of the fitted maximal effect; on the % scale 0 is the no-effect control and ±100 the full control effect; nearly all actives have a fitted effect of over 60% in size
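Luminescence from a UAS-regulated Photinus luciferase reporter in stably transfected Drosophila Schneider cells is measured; decreased signal marks ROR gamma inhibition. Fusion expression is induced by 700 uM copper sulfate for 20 hr.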
ELG1 genotoxic: qHTS screen for small molecules that induce genotoxicity in human embryonic kidney (HEK293T) cells expressing luciferase-tagged ELG1. HEK293T ELG1-luciferase reporter, luminescence, 16 h. Potency, µM (doses to about 46 µM), for inactives: top-dose activity change, positive = activation, most hits filed as activators. 330,000 tested, 1.3% active. AID 504466, 2011; further: potency means the concentration at half of the fitted maximal effect; % of control where 0% means no effect; nearly all actives have a fitted effect of over 60% in size
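DMSO vehicle served as control against compound-treated ELG1-luciferase HEK293T cells; exposure lasted 16 hr at 37 °C and 5% CO2, followed by ONE-Glo luminescence detection after 30 min.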
FBPA coupling cs: qHTS Assay for Inhibitors of Fructose-1,6-bisphosphate Aldolase from Giardia Lamblia: Coupling assay counterscreen; coupling enzyme system counterscreen, AmpLite Red fluorescence; activity change, negative = inhibition, % at 58.2 µM, hits read low; 290,000 tested, 0.67% active; in the data active means activity change below about -30%; further: on the % scale 0 is the no-effect control and ±100 the full control effect
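Compounds tested against the coupling enzymes alone at 57.5 uM final; readout was AmpLite Red fluorescence (525/598 nm) after 20 min at RT.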
NPC1 prom act: qHTS Assay for NPC1 Promoter Activators | Huh7 NPC1 promoter luciferase reporter, 24 h | Potency, µM (doses to about 9.22 µM), for the others: top-dose activation, hits mostly activators | 320,000 tested, 2.4% active | AID 485313, 2010;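 further: potency means the concentration at half of the fitted maximal effect; % of control where 0% means no effect; nearly all actives have a fitted effect of over 60% in size; reporter is driven by a mutant NPC1 promoter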
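Luciferase expression driven by the NPC1 promoter was measured in stably transfected Huh7 cells after a 24 h compound incubation, using a luciferase reagent and a luminescence read.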
Gal4-VP16 FLuc: VP16 counterscreen qHTS for inhibitors of ROR gamma transcriptional activity | 310,000 tested, 3.5% active | Drosophila S2 Gal4-VP16 UAS-luciferase, luminescence, 20 h | Potency, µM (top dose mostly 53.6 µM), for inactives: top-dose activity, negative = inhibition, actives largely listed as inhibitors;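 further: Gal4-VP16 expression switched on by copper sulfate through the metallothionein promoter; potency means the concentration at half of the fitted maximal effect; on the % scale 0 is the no-effect control and ±100 the full control effect; nearly all actives have a fitted effect of over 50% in size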
FLuc modulator: qHTS profiling assay for firefly luciferase inhibitor/activator using purifed enzyme and Km concentrations of substrates (counterscreen for miR-21 project); Luciferin 4-monooxygenase (Photinus pyralis), P08659; purified FLuc, Km substrates, luminescence inhibition; Potency, µM (series often up to 57.5 µM), for inactives: at the top dose activity change, negative = inhibition, most hits filed as inhibitors; 360,000 tested, 6.9% active; AID 588342, 2011;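 further: potency means the concentration at half of the fitted maximal effect; plate controls were vehicle for no effect and reference inhibitor for full effect; nearly all actives have a fitted effect of over 55% in size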
Target sequence (P08659 whole entry, looked up): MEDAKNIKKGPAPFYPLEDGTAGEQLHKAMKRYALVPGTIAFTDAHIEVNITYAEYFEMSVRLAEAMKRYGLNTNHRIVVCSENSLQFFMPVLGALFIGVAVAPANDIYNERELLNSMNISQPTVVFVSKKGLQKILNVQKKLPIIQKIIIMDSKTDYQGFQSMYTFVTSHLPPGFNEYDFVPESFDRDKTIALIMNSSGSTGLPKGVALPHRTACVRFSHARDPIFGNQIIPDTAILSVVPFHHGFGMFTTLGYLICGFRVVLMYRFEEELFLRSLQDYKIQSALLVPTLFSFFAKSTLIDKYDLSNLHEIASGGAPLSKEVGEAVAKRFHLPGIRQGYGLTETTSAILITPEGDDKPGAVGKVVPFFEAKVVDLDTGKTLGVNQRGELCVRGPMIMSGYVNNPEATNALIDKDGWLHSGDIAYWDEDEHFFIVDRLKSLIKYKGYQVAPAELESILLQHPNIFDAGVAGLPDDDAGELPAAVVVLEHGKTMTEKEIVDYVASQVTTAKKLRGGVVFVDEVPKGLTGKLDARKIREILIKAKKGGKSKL
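Purified P. pyralis luciferase, 10 nM final, with Km-level 10 uM D-luciferin and 10 uM ATP in 50 mM Tris acetate pH 7.5, 10 mM Mg acetate, 0.01% Tween-20, 0.05% BSA; 6-point qHTS titration about 60 µM downward; luminescence read.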
KCNH2 3.1 inh: qHTS for Inhibitors of KCHN2 3.1: Mutant qHTS. activity change, % (tested at about 1.8 µM). U2OS KCNH2 3.1, thallium flux FluxOr; active compounds read low. Potassium voltage-gated channel subfamily H member 2, brain isoform KCNH2 3.1 (human). 340,000 tested, 0.95% active;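 active means maximum activity change below -70%; inconclusive means maximum activity change from -70% to -50%; inactive means maximum activity change above -50%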;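 further: thallium influx rate constant from kinetic fluorescence after stimulation buffer; on the % scale 0 is the no-effect control and ±100 the full control effect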
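Normalized rate constant (relative to positive and negative DMSO controls) derived from a 2 min kinetic fluorescence read after stimulation; U2OS cells expressing the 3.1 isoform via virus at 1.77 x 10^8 /mL.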
Rab9 promoter act: qHTS Assay for Rab9 Promoter Activators; Huh7 Rab9 promoter-luciferase reporter, luminescence, 24 h; Potency, µM (highest dose often 9.22 µM), inactives show at the highest dose activation, negative = inhibition, most hits filed as activators; 320,000 tested, 2.8% active; AID 485297, 2010; further: potency means the concentration at half of the fitted maximal effect; % of control where 0% means no effect; nearly all actives have a fitted effect of over 60% in size
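Luminescence read-out: Huh7 cells stably expressing Rab9-luciferase, treated 24 h with compound at 37 °C, then lysed with luciferase reagent for 10 min at ambient before reading.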
* hit, by the source's call; ? = inconclusive; · = no result given; & = joins results of further samples; [ ] = another dose, or the depositor's remark. Unless noted, the call rests on the fitted dose curve; in most records, active means well fitted curve in the direction sought with a large enough effect; inconclusive means small, poorly fitted or top-dose-only effect, or another doubt; inactive means no such curve, though single readings can be large; an effect the other way counts as inactive or inconclusive.

SMILES	Tb PFK inh	uPA generation	Giardia killer	RORg inh	ELG1 genotoxic	FBPA coupling cs	NPC1 prom act	Gal4-VP16 FLuc	FLuc modulator	KCNH2 3.1 inh	Rab9 promoter act
COc1ccccc1/C=C/C(=O)OCC(=O)NC1CCCCCC1	-9%	2%	2	·	0%	·	-2%	·	·	-21	-1%
O=C(NCc1ccc(/C=c2\sc3n(c2=O)CCN=3)o1)C(=O)Nc1ccccc1	22%	·	·	0%	9%	-17	16%	-21%	-16%	·	17%
CC(=O)O[C@]1(C(C)=O)CC[C@H]2[C@@H]3C=C(C)C4=CC(=O)CC[C@]4(C)[C@H]3CC[C@@]21C	-2%&1%	-1%	-3	-7%&1%	5%	-4&-1	-3%&-5%	-8%&-7%	-2%&-6%	1	-3%&0%
COc1ccc(-c2[nH]n(-c3ccc([N+](=O)[O-])cc3)c(=O)c2C=NCCN2CCNCC2)cc1	13%	·	·	14µM*	?	-12	0.71µM*	?	0.95µM*	·	0.45µM*
CCOC(=O)CCCN1CC(O)=C(c2nc3ccccc3s2)C1=N	2%	-4%	-7	21%	3%	-1	0%	-10%	1%	-3	9%
CC(=O)c1ccc(Cc2ncc(C(F)(F)F)cc2Cl)s1	1%	12%	-8	26%	-1%	4	0%	?	-2%	3	-1%
CCS(=O)(=O)N1CCN=C1SCc1ccc(F)cc1	0%	6%	12	6%	1%	·	-5%	5%	2%	15	6%
O=S(=O)(NCCOc1ccc(F)cc1)c1ccc2c(c1)OCCO2	-1%	-2%	12	35%	0%	-1	2%	1%	3%	-4	-2%
CC(=O)N1c2ccccc2C(C)(c2ccccc2)CC1(C)C (stereo unspecified)	1%	16%	-17	21%	2%	1	-2%	-7%	0%	-18	-2%
O=C(C1CCN(S(=O)(=O)c2cccs2)CC1)N1CCN(c2ccccc2O)CC1	-8%	-13%	-5	·	-1%	·	2%	·	4%	4	-2%
CCC1CN(C(=O)N2CCC(C(=O)NCc3ccccc3OC)CC2)c2ccccc2O1 (stereo unspecified)	-1%	4%	9	43%	-10%	·	2%	10%	-1%	0	-1%
CCC(=O)N1CCc2cc(S(=O)(=O)CCC(=O)N3CCN(c4ccccc4F)CC3)ccc21	0%	-1%	3	1%	-4%	·	-6%	-15%	3%&-2%	-6	-3%
O=C(CCNS(=O)(=O)c1cccs1)N1CCc2ccccc2C1	0%	2%	8	30%	7%	-5	28%	-7%	?	-8	?
Cc1c(C(=O)N(C)c2cccc(Cl)c2)cnn1-c1ccccc1	2%	3%	-2	143%	3%	2	19%	1%	?	21	13%
COC(=O)/C=C/c1c(C)nc(NCc2ccccc2)nc1Cl	4%	9%	0	-8%	2%	0	-2%	-14%	-10%	13	-3%
C=CCN(CC=C)CC(O)Cn1c2ccccc2c2ccccc21 (stereo unspecified)	13%	7%	-2	1%	-8%	1	-1%	0%	2%	-2	-3%
Cc1ccc(NC(=O)CCn2nc([N+](=O)[O-])cc2C)nc1	1%	5%	-7	30%	1%	0	-2%	-1%	2%	1	-3%
COc1ccc(-c2oc(=O)c3cc(OC)c(OC)cc3c2-c2ccc3c(c2)OCO3)cc1	11%	10%	-17	·	0%	·	·	·	·	4	·
CC1CCCCN1S(=O)(=O)c1ccc2c(c1)oc(=O)n2CC(=O)O (stereo unspecified)	-6%	0%	14	2%	2%	11	-5%	3%	0%	2	8%
CC(C)N1CC(C(=O)Nc2nc3ccccc3s2)CC1=O (stereo unspecified)	-1%	2%	7	?	3%	4	-1%	?	-1%	7	-3%
COC(=O)c1ccccc1S(=O)(=O)NNC(=O)C1COc2ccccc2O1 (stereo unspecified)	1%	3%	3	·	1%	·	-3%	·	0%	26	5%
O=C(OCc1ccc(F)cc1)c1ccc2c(c1)-c1ccccc1C2=O	1%	2%	9	10%	4%	·	19%	-1%	-2%	27	18%
CCOC(=O)Cc1csc(NC(=O)C(C)(C)CC)n1	6%	-10%	20	30%	?	0	19%	-23%	?	-5	23%
COc1ccc(C(=O)Nc2ccc(Cl)cc2C(=O)N2CCCC(C)C2)cc1OC (stereo unspecified)	-4%	-6%	-15	6%	-7%	0	-1%	6%	-2%	15	-2%
COc1ccc2nc(NC(=O)C3CSC4(C)CCC(=O)N34)sc2c1 (stereo unspecified)	-6%	?	17	·	9%	·	5%	·	?	-6	-2%
O=C(Nc1ccccc1O)c1csc2c1CCCC2	-3%	2%	-10	-20%	?	0	?	10%	9.5µM*	12	?
O=C(O)CC/C(=C\c1ccc(N2CCOCC2)c([N+](=O)[O-])c1)c1nc2ccccc2s1	-1%	-16%	3	4%	15%	1	1%	-8%	?	20	0%
O=S(=O)(NC1CCCCC1N1CCN(c2ccc(F)cc2)CC1)c1ccccc1 (stereo unspecified)	-1%	7%	-7	0%	-5%	·	5%	-23%	4%	-81*	5%
O=C(Nc1ccccc1F)c1ccc(CN2CCc3ccccc3C2)cc1	-7%	-10%	7	·	7%	3	4%	·	?	2	-3%
Cc1c(NC(=O)CSCc2ccc(Cl)cc2Cl)cccc1C(=O)O	-5%	2%	7	-10%	3%	2	11%	9%	?	-3	11%
O=C1[C@H]2C(c3ccccc3)=NN(c3ccccc3)[C@H]2C(=O)N1c1ccccc1	2%	12%	-20	13%	-6%	-1	-4%	-4%	3%	4	-2%
COc1ccccc1N1CCN(CC(O)COCCOc2ccc(Br)cc2)CC1 (stereo unspecified)	5%	-6%	-3	?	-9%	2	-1%	-8%	0%	-28	-4%
CCN(CC)C1CCN(C(=O)CCc2nnc(CCCCc3ccccc3)o2)C1 (stereo unspecified)	2%	2%	9	-6%	5%	5	-2%	6%	0%	2	-8%
Cc1sc2ncn(CC(=O)NCC3COc4ccccc4O3)c(=O)c2c1S(=O)(=O)N1CCCCC1 (stereo unspecified)	3%	-4%	-8	3%	?	2	-3%	-5%	-2%	-26	5%
Cn1cnnc1SCC(=O)Nc1ccc(Oc2ccccc2)cc1	-4%	-4%	25	21%	1%	·	7%	-16%	?	-19	10%
COc1cc(Cl)c(C)cc1NC(=O)CCCn1c(=O)oc2ccccc21	5%	10%	-22	-11%[10 µM]	-5%	5	-3%	-16%	2%	3	-1%
COc1cccc(OC)c1C(=O)Nc1cc(C)on1	1%	5%	-11	25%	5%	·	-4%	-5%	4%	-13	-15%
CCOC(=O)CSC1=N/C(=C\c2ccc(OC)c(OC)c2)C(=O)N1C	-4%	-1%	2	0%	-1%	-3	-5%	-4%	-4%	12	-4%
Cc1nn(-c2ccccc2)c(Cl)c1/C=N/NC(=O)c1ccn[nH]1	0%	?	-19	-27%	8.2µM*	·	0.22µM*	?	0.76µM*	2	1.1µM*
CCCCOC(=O)c1ccc(NC(=O)c2cc(Cl)ccc2OC)cc1	-5%	-2%	-7	17%	?	-1	-1%	-3%	0%	-10	-9%
CC(C)N(Cc1ccccc1)C(=S)Nc1ccc(F)cc1	0%	-3%	-8	-44%	-9%	2	-5%	-1%	2%	2	0%
CCOC(=O)C1C(=O)OC(C)(C)C1C(CC)C(=O)c1c(C)cc(C)cc1C (stereo unspecified)	-5%	-7%	-20	-12%	-3%	1	0%	-1%	0%	-4	1%
COc1ccc(/C=C2\CCCc3c2nc2ccccc2c3C(=O)O)cc1OC	5%	·	·	6%	8%	-33*	1%	6%	?	·	3%
COc1cccc(-n2ccnc2SCC(=O)Nc2ccccc2F)c1	-7%	-2%	-8	?	-4%	-7	6%	-4%	-14%	18	-1%
O=C(NNC(=O)c1ccc(F)cc1F)c1ccc2c(c1)OCO2	0%	10%	-11	?	?	-3	24%	0%	?	12	3.2µM*
Cc1ccc2c(c1)[C@H]1[C@H](CO2)[C@H](c2ccccc2)[C@]2(C)C(=O)N(Cc3ccc(Cl)cc3)CC(=O)N12	0%	15%	9	·	-3%	·	1%	·	2%	-6	-5%
CCOC(=O)c1c(-c2cccc([N+](=O)[O-])c2)cn2ccccc12	-5%	-8%	-7	9%	-2%	1	0%	-7%	-2%	0	1%

An unsorted share of the library. Share with any hit: about 14%.
